Rac1 act GTP bind: human Rac1 activated mutant GTP binding change | P63000 | GST-Rac1 activated beads, fluorescent GTP binding, flow cytometry; actives lie on both sides; 100% means binding = to untreated wells | percent activity (GTP binding), % at 10 µM | actives 0.11% (n = 190,000);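 active = GTP binding at least 20 percentage points away from the 100% baseline, in either direction, so actives lie on both sides; inconclusive = Compound likely fluorescent itself, or too few beads counted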
Rab7 wt GTP bind: alters GTP binding to wildtype dog Rab7; GST-Rab7 beads, fluorescent GTP binding, flow cytometry; actives lie on both sides; untreated = 100%, excess cold GTP = 0%; GTP binding activity (percent of control), % at 10 µM; AID 758; actives 0.055% (n = 190,000);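 active = fluorescent GTP binding to Rab7 beads changed by at least 20 points from the 100% baseline, either direction, mostly lower; inconclusive = compound itself probably fluorescent, or too few beads counted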;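 also: median green fluorescence of bound Bodipy-FL-GTP per Rab7 bead population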
Rac1 wt modul: modulators of human Rac1 wildtype GTP binding; P63000; GST-Rac1 beads, fluorescent GTP binding, flow cytometry; actives lie on both sides; 0 = cold GTP competed, 100 = untreated; GTP binding activity (% of control), % at 10 µM; actives 0.27% (n = 190,000); AID 757;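 active = GTP binding activity at least 20 points away from the 100% control level, either lower or higher; inconclusive = compound flagged as likely green fluorescent, judged across all proteins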
Bcl-B Bim block: disrupts Bim peptide binding to human Bcl-B. bead-based flow cytometry. inhibition, % at 10 µM. actives 0.073% (n = 190,000). AID 951;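 also: 0% = tracer peptide without compound and 100% = reference inhibitor peptide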
Target sequence (Q9HD36 whole entry, looked up): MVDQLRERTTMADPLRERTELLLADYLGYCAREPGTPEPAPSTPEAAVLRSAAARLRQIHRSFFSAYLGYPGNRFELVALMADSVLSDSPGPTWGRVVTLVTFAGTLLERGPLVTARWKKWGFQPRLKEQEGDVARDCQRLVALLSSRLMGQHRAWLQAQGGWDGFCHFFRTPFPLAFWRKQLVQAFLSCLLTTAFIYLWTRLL
Bim-Bfl-1: inhibitors of Bim-Bfl-1 interaction, human; Q16548; Bead-based flow cytometry, Bim-Bfl-1 binding inhibition; inhibition, % at 10 µM; actives 0.12% (n = 190,000); AID 1008;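 also: 0% = wells without compound plus tracer and 100% = blocker peptide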
HRas wt GTP: human HRas wildtype GTP binding, change in either direction. P01112. GST-Ras wt beads, Bodipy-FL-GTP binding, flow cytometry; actives lie on both sides. GTP binding activity, % at 10 µM. actives 0.14% (n = 190,000). AID 759;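 active = GTP binding activity at least 20% away from the 100% baseline, either lowered as inhibitor or raised as activator; inconclusive = flagged as likely green fluorescent, judged across all proteins in the well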;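 also: 0% = unlabeled GTP competition control and 100% = no-compound control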
Target sequence (P01112 whole entry, looked up): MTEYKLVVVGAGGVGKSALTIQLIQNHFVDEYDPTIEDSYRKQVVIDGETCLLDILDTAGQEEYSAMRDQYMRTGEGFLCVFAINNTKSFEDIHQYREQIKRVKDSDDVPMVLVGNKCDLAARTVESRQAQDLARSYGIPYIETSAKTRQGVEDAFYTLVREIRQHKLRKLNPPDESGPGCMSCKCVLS
Bcl-W Bim block: human Bim-Bcl-W interaction inhibition | inhibition, % at 10 µM | AID 952 | bead-based flow cytometry, Bim peptide-Bcl-W binding | actives 0.02% (n = 190,000);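 also: 0% = bound tracer without compound and 100% = peptide blocker; higher means less fluorescent Bim peptide bound to Bcl-W beads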
Target sequence (Q92843 whole entry, looked up): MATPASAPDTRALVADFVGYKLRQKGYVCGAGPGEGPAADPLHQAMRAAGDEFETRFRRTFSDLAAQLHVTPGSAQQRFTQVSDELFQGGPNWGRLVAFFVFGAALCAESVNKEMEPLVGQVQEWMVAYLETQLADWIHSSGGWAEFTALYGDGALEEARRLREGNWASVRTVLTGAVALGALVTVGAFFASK
Bim-Bcl-2: human Bim-Bcl-2 interaction inhibition; actives 0.06% (n = 190,000); AID 950; inhibition, % at 10 µM; P10415; Bead-based flow cytometry, Bim peptide-Bcl-2 binding; in the data active = inhibition above about 40%; inconclusive = no clear call, values can overlap the other calls;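 also: 0% = no compound wells with probe peptide and 100% = reference peptide inhibitor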
Cdc42 wt GTP: modulators (inhibitors or activators) of GTP binding to human Cdc42 wildtype. actives 0.2% (n = 190,000). GST-Cdc42 beads, Bodipy-GTP binding, flow cytometry; actives lie on both sides. AID 761. percent activity (GTP binding), % at 10 µM. P60953;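 active = percent activity GTP binding at least 20 points away from the 100% baseline, either down as inhibitor or up as activator; inconclusive = compound flagged as likely green fluorescent from well-wide comparison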;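 also: median bead fluorescence of bound Bodipy-FL-GTP at 100 nM; 0% = excess unlabeled GTP control and 100% = no compound control; below 100% means less GTP binding so inhibitor and above means activator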
Target sequence (P60953 whole entry, looked up): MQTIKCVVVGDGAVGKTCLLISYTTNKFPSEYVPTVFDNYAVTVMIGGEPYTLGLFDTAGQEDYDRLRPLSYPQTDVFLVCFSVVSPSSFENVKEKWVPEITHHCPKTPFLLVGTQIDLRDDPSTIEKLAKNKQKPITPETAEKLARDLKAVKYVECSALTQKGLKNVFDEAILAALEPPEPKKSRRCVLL
Bcl-XL Bim block: inhibitors of Bim-Bcl-XL interaction, human; Q07817; Bim peptide-Bcl-XL binding, bead flow cytometry, fluorescence; inhibition, % at 10 µM; actives 0.04% (n = 190,000); AID 1007
Rab2 wt GTP: changes GTP binding to wildtype dog Rab2A, up or down; P61105; GST-Rab2 wt beads, Bodipy-GTP binding, flow cytometry; GTP binding activity, % at 10 µM; actives 0.19% (n = 190,000); AID 760;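 active = GTP binding activity at least 20 points away from 100%, either lowered or raised; inconclusive = signal likely due to the compound's own green fluorescence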;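 also: 0% = beads with excess unlabeled GTP and 100% = no-compound control corrected for plate trend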
* = called active by the depositor; u = inconclusive. Rule as the data show it, unless noted: active = inhibition above about 40%.

No.	smiles	Rac1 act GTP bind	Rab7 wt GTP bind	Rac1 wt modul	Bcl-B Bim block	Bim-Bfl-1	HRas wt GTP	Bcl-W Bim block	Bim-Bcl-2	Cdc42 wt GTP	Bcl-XL Bim block	Rab2 wt GTP
1	CCCC(C)C(=O)Nc1ccccc1C(=O)OCC (stereo not given)	97	98	99	-7	-16	98	0	-12	97	-17	96
2	CCCn1c(C2CC(=O)N(c3ccc(C)cc3)C2)nc2ccccc21 (stereo not given)	101	102	100	4	2	100	0	9	102	-4	101
3	CC(CCc1ccccc1)NC(=O)/C=C/c1ccccc1 (stereo not given)	98	102	101	-3	-1	100	-1	-4	100	0	100
4	CN(C)/C=C/C(=O)c1ccc(Br)cc1	95	95	97	0	-3	94	0	1	92	-1	93
5	CC(=N/O)/C(=N\O)c1ccc(C)o1	97	99	97	6	1	99	1	2	97	0	98
6	COc1ccc(Nc2nc(N)nc(CSC(=S)N3CCN(c4ccccc4)CC3)n2)cc1	99	101	105	-8	-5	101	-9	-8	101	-7	104
7	COCCN1CCC(CNCc2cn(-c3cc(C)ccc3C)nc2-c2ccccc2)C1 (stereo not given)	96	105	103	-7	-7	100	-1	-3	99	-4	99
8	O=C(Nc1cccc(S(=O)(=O)NCc2ccco2)c1)c1cc(-c2ccc(F)cc2)nc2ccccc12	100	98	102	19	26	100	21	23	103	32	100
9	CC(=O)NC1C(=O)N(CC(C)C)c2ccccc21 (stereo not given)	u	u	u	-2	-12	u	1	-2	u	3	u
10	Cc1cccc(Nc2nnc(SCC(=O)NC3CCCc4ccccc43)s2)c1C (stereo not given)	97	97	98	-9	-8	96	-3	-7	98	-8	96
11	Cc1cc(C(=O)OCCO)c(C#N)c(N)n1	103	106	108	0	0	105	0	-1	106	0	105
12	COc1cccc(NC(=O)c2ccc(S(=O)(=O)N3CCCCC3)cc2)c1	101	101	104	-7	-8	102	0	-7	101	-1	101
13	Cc1ccccc1CN(c1ccc(C(=O)Nc2cccnc2)cc1)S(C)(=O)=O	102	101	107	-8	-15	101	0	-10	106	-4	101
14	Cc1c(CN(C)C)c2c(n1Cc1ccccc1)C(=O)c1ccccc1-2	98	103	103	-1	0	99	0	1	101	0	100
15	Cc1cccc(-n2ncc(C#N)c2N)c1	101	104	105	0	-2	108	-2	0	108	-2	108
16	CC(Sc1nnc2ccccn12)C(=O)Nc1ccc2c(c1)OCCO2 (stereo not given)	92	103	92	-1	-4	96	1	0	95	-4	97
17	O=C(Nc1ccccc1F)N(Cc1ccc(F)cc1)Cc1nc2ccccc2c(=O)[nH]1	97	102	101	-1	-3	98	0	0	100	-1	100
18	C=CCn1c(SCCN2CCOCC2)nc2c1c(=O)[nH]c(=O)n2C	98	100	105	-3	-2	104	-6	-2	105	-3	103
19	O=S(=O)(NC1CC1)c1ccc(S(=O)(=O)N2CCCc3ccccc32)cc1	99	101	103	-7	-9	100	0	-11	98	0	100
20	CCCC/S(C)=N/S(=O)(=O)c1ccc(C)cc1 (stereo not given)	100	96	105	-7	0	104	-3	0	103	-3	101

Grouped by structure: the compounds so far with sulfur.
No.	smiles	Rac1 act GTP bind	Rab7 wt GTP bind	Rac1 wt modul	Bcl-B Bim block	Bim-Bfl-1	HRas wt GTP	Bcl-W Bim block	Bim-Bcl-2	Cdc42 wt GTP	Bcl-XL Bim block	Rab2 wt GTP
6	COc1ccc(Nc2nc(N)nc(CSC(=S)N3CCN(c4ccccc4)CC3)n2)cc1	99	101	105	-8	-5	101	-9	-8	101	-7	104
8	O=C(Nc1cccc(S(=O)(=O)NCc2ccco2)c1)c1cc(-c2ccc(F)cc2)nc2ccccc12	100	98	102	19	26	100	21	23	103	32	100
10	Cc1cccc(Nc2nnc(SCC(=O)NC3CCCc4ccccc43)s2)c1C (stereo not given)	97	97	98	-9	-8	96	-3	-7	98	-8	96
12	COc1cccc(NC(=O)c2ccc(S(=O)(=O)N3CCCCC3)cc2)c1	101	101	104	-7	-8	102	0	-7	101	-1	101
13	Cc1ccccc1CN(c1ccc(C(=O)Nc2cccnc2)cc1)S(C)(=O)=O	102	101	107	-8	-15	101	0	-10	106	-4	101
16	CC(Sc1nnc2ccccn12)C(=O)Nc1ccc2c(c1)OCCO2 (stereo not given)	92	103	92	-1	-4	96	1	0	95	-4	97
18	C=CCn1c(SCCN2CCOCC2)nc2c1c(=O)[nH]c(=O)n2C	98	100	105	-3	-2	104	-6	-2	105	-3	103
19	O=S(=O)(NC1CC1)c1ccc(S(=O)(=O)N2CCCc3ccccc32)cc1	99	101	103	-7	-9	100	0	-11	98	0	100
20	CCCC/S(C)=N/S(=O)(=O)c1ccc(C)cc1 (stereo not given)	100	96	105	-7	0	104	-3	0	103	-3	101

New compounds follow.
No.	smiles	Rac1 act GTP bind	Rab7 wt GTP bind	Rac1 wt modul	Bcl-B Bim block	Bim-Bfl-1	HRas wt GTP	Bcl-W Bim block	Bim-Bcl-2	Cdc42 wt GTP	Bcl-XL Bim block	Rab2 wt GTP
21	CS(=O)(=O)Nc1ccc(C(=O)NC2CC3CCC2C3)cc1 (stereo not given)	100	104	105	-2	-8	102	2	-6	101	-2	100
22	CN1CCN(S(=O)(=O)c2ccc(N)cc2)CC1	99	102	107	-7	0	101	-10	-5	103	-6	106
23	Cc1cccc(OCc2nnc(SCC(=O)c3ccccc3)o2)c1	95	99	101	-8	-12	97	-7	-5	101	-5	93
24	Cc1ccc(C2C(=O)N(C3CCCC3)CC(=O)N2CC2COc3ccccc3O2)cc1 (stereo not given)	97	95	97	-1	-2	96	-5	0	97	-1	97
25	Cn1ncc(Br)c1C(=O)N/N=C/c1cccc(OC2CSC2)c1	97	99	101	-7	0	99	-4	-1	104	-2	100
26	CCOC(=O)c1c(NC(=O)C(C)Sc2cccc[n+]2[O-])sc2c1CCN(Cc1ccccc1)C2 (stereo not given)	108	106	109	-21	-12	107	-9	-14	105	-15	111
27	CCS(=O)(=O)c1ccc(S(=O)(=O)CC)s1	94	99	96	-3	-11	98	2	-5	96	-1	97
28	O=C(O)C1CCCN(S(=O)(=O)c2ccc(F)cc2)C1 (stereo not given)	99	98	105	-7	-6	99	1	-1	101	-1	98
29	COc1ccc(N2C(=O)CC(NCc3ccncc3)C2=O)cc1 (stereo not given)	98	97	100	-2	-7	100	3	0	99	0	97
30	Cc1onc(-c2c(F)cccc2Cl)c1C(=O)N1CCOC12CCCCC2	97	105	100	-1	-4	101	-2	-4	98	0	99
31	O=C(CSc1nnc(CNC(=O)c2ccccc2F)o1)Nc1ccc2c(c1)OCO2	95	104	99	-1	-4	98	1	-5	97	0	99
32	COc1ccc2c(c1OC)C(=O)N1N=C(c3ccc(F)cc3)CC21 (stereo not given)	99	105	101	-3	-7	98	-3	-3	101	-3	101
33	CCOC(=O)c1oc2cc(O)ccc2c(=O)c1-c1csc(C)n1	101	96	108	-5	-11	100	1	-2	107	-2	100
34	O=[N+]([O-])c1cc(C(F)(F)F)cc([N+](=O)[O-])c1NCCCN1CCOCC1	96	106	102	0	-2	99	1	1	104	0	100
35	O=C(CSc1cn(CC(=O)N2CCCCCC2)c2ccccc12)NCC1CCCO1 (stereo not given)	99	102	107	-3	0	101	-1	2	106	-1	100
36	CCOC(=O)CNc1nc(Oc2ccc(=O)n(C)n2)nc(N(CC)CC)n1	97	102	101	-1	-6	100	0	-1	101	-3	100
37	CCC(CC)NC(=O)c1oc2ccccc2c1COc1ccccc1	99	101	102	-7	-8	100	-5	-6	99	-7	101
38	CCOc1cc(C(=O)Nc2ccc(S(=O)(=O)N3CCOCC3)cc2)cc(OCC)c1OCC	97	103	106	-1	0	102	0	-2	103	-1	101
39	CCN(CC)C(c1ccc(C)cc1)c1nnnn1C1CCCCC1 (stereo not given)	100	100	103	-10	-20	100	-1	-9	100	-6	99
40	O=C(CCN1CCC(c2ccccc2)C1)c1cccs1 (stereo not given)	94	103	104	-4	-9	100	1	-7	96	-3	100

Continuation:
No.	smiles	Rac1 act GTP bind	Rab7 wt GTP bind	Rac1 wt modul	Bcl-B Bim block	Bim-Bfl-1	HRas wt GTP	Bcl-W Bim block	Bim-Bcl-2	Cdc42 wt GTP	Bcl-XL Bim block	Rab2 wt GTP
41	Cc1cc(C(=O)N/N=C2\CC(=O)CC(C)(C)C2)n[nH]1	97	98	101	1	0	96	0	3	102	-2	101
42	CCOc1ccccc1CN1CCN(S(C)(=O)=O)CC1	97	97	96	-5	-3	99	-4	-4	98	-5	97
43	O=C(Nc1ncccn1)c1cc([N+](=O)[O-])cc([N+](=O)[O-])c1	98	99	101	-1	3	97	-2	3	94	-1	97
44	Cc1ccc(S(=O)(=O)N/N=C\c2cn(-c3ccccc3)nc2-c2ccccc2)cc1	99	104	105	-2	-10	102	5	-3	101	5	99
45	COc1ccc(OC)c(C2=NOC(C(=O)NCc3ccco3)C2)c1 (stereo not given)	101	104	106	-5	-3	104	5	1	106	1	105
46	Nc1nc(OCC(F)(F)F)cc(Oc2ccccc2F)n1	101	104	109	-6	-13	102	2	-13	101	5	102
47	Cc1sc2nc(CC(N)=O)[nH]c(=O)c2c1-c1ccccc1	98	94	101	-5	-1	96	-5	-2	98	-7	96
48	O=c1[nH]c(/C=C/c2ccc(Br)cc2)nc2c1cnn2-c1ccccc1	93	93	95	0	0	94	-3	0	99	1	95
49	COc1ccc(NC(=O)N(Cc2ccc(C)cc2)Cc2cccnc2)c(OC)c1	101	100	109	-6	-7	103	2	-4	104	-1	100
50	CCCc1cc(Nc2c(C)n(C)n(-c3ccccc3)c2=O)n2c(nc3ccccc32)c1C#N	98	103	104	-4	-13	101	-6	0	99	-5	101
51	COc1ccc(NC(=S)NC(=O)c2csnn2)cc1	96	98	96	-1	-5	94	-5	0	95	-4	97
52	CC(=O)c1cccc(NC(=O)N2C3CCC2CC(O)(c2cccnc2)C3)c1 (stereo not given)	101	103	104	-13	-25	104	-6	-5	108	-5	104
53	CCOC(=O)c1c(N)sc(C(=O)OCCOC)c1C	92	101	99	-32	17	96	2	0	97	-6	95

Assay outcomes as filed in PubChem BioAssay.
